Screening results (PubChem)
ATXN2 expr inh = ATXN2 expression inhibition. HEK-293 ATXN2-luciferase reporter, luminescence, 24 h. Potency, µM (doses to about 57 µM), inactives show top-dose activity change, negative = inhibition, usual class: inhibitors. 0.72% of 360,000 active; note: potency is the fitted concentration of half-maximal effect; % is set by controls: 0 for no effect and ±100 for the full control effect; nearly all actives have a fitted effect of over 55% in size
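qHTS (up to 57 uM final) was run with 24 h compound exposure of reporter cells at 37 °C. Each well was multiplexed: SteadyGlo luminescence measured ATXN2-luciferase expression after a fluorogenic Gly-Phe-AFC viability readout (25 uM final).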
HepG2 viability = HepG2 cytotoxicity, counter-screen for TGF-b inhibitors; 0.76% of 410,000 active; Potency, µM (titrated, usually from 46.1 µM), inactives show top-dose activity change, negative = cytotoxicity, actives largely listed as cytotoxic; HepG2 CAGA-GFP viability, ATP luminescence, 18 h; note: potency is the fitted concentration of half-maximal effect; some results filed as inactive show a strong effect at the top dose
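CellTiter-Glo luminescence gave cytotoxicity after 18 hours at 37 degrees C. The cells were HepG2 CAGA-GFP in 1% FBS DMEM, stimulated with 500 pg/mL TGF-beta after compound addition. %Activity was normalised to no-cell wells (complete cell-killing) and DMSO (no toxicity), and curves were fitted and classified.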
A549 tox = A549 cytotoxicity, counter-screen for Nrf2 inhibitors. A549 ARE-Fluc cells, CellTiter-Fluor viability, 18-24 h. Potency, µM (series often up to 46 µM), inactives show at the highest dose activity change, negative = cytotoxicity, most hits filed as inhibitors. 0.16% of 390,000 active; note: potency is the fitted concentration of half-maximal effect; % is set by controls: 0 for no effect and ±100 for the full control effect
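Cytotoxicity counterscreen: CellTiter-Fluor fluorescence was measured in A549 ARE_Fluc cells after 18-24 h of compound exposure in a concentration series. The subsequent BugLite luminescent read reports ARE-luciferase activity.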
EPAC2 agonist = activates human EPAC2 exchange factor; 0.079% of 360,000 active; EPAC2 activation, biochemical qHTS; response scale: 100% = 6.5 mM cAMP response; Q8WZA2; Potency, µM (series often up to 154 µM), for the others: at the highest dose activation, actives largely listed as activators; note: potency is the fitted concentration of half-maximal effect; nearly all actives have a fitted effect of over 50% in size
Target sequence (Q8WZA2 whole entry, looked up): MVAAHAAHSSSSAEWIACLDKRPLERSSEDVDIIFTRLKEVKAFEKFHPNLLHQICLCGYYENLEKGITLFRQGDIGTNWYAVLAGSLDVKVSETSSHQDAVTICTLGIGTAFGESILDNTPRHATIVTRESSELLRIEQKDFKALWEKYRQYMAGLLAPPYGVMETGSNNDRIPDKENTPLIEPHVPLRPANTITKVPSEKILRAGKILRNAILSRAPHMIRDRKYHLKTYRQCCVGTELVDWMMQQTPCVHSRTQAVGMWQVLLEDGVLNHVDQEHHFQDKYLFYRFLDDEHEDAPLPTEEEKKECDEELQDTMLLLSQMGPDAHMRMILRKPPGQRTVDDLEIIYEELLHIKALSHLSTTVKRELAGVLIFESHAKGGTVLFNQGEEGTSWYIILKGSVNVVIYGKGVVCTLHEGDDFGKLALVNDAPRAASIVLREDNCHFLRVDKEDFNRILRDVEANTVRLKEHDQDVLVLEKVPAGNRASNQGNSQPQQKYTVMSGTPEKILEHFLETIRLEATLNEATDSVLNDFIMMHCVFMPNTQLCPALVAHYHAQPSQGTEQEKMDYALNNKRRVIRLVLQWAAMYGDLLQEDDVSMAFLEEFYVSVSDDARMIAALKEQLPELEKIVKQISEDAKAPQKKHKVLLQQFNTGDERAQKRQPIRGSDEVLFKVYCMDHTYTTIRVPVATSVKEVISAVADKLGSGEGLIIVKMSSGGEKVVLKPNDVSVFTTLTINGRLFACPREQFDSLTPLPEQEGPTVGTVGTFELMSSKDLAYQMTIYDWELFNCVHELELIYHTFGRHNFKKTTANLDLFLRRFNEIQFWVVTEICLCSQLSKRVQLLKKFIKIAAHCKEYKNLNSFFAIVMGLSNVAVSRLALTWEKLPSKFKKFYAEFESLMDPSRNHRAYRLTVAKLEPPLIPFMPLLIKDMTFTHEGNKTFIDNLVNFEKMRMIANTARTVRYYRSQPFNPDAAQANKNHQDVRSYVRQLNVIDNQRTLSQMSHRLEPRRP
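In this primary screen, activation is scored as increased exchange of BODIPY-GDP from Rap1B by 100 nM EPAC2, with 50 uM GDP as competitor. Signal is normalized to the 6.5 mM cAMP agonist control.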
IL-2 act = activates IL-2 in a cell-based reporter assay; 0.065% of 360,000 active; activation, % (series mostly up to about 46 µM); IL-2 activation reporter assay, cell-based qHTS; stimulated with anti-CD3/CD4/CD28 beads; in transgenic mouse T cells; in the data active = activation above about 50%; inconclusive = mostly about 30% to 49%; note: 0% is about no effect
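Quantitative HTS in unstimulated transgenic mouse T cells, with memory T cells as non-tolerant control and PMA/ionomycin as tolerance-bypass control. Compound pretreatment lasted 60 minutes before 18 h bead stimulation; EGFP/DsRed fluorescence read.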
TGFb SMAD3 inh = TGF-b pathway inhibition; Potency, µM (top dose mostly 46.1 µM), for inactives: at the highest dose activity, negative = inhibition, actives largely listed as inhibitors; AID 588855; HepG2 CAGA-GFP TGF-b/SMAD3 reporter, GFP fluorescence, 18 h; TGF-beta stimulated, 500 pg/mL final; 1.2% of 410,000 active; note: potency is the fitted concentration of half-maximal effect; % is set by controls: 0 for no effect and ±100 for the full control effect; nearly all actives have a fitted effect of over 65% in size
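HEPG2 CAGA-GFP reporter cells (1000/well, DMEM with 1% FBS) received compounds, then recombinant TGF-beta at 500 pg/mL final for 18 hours at 37 degrees C. Per-cell GFP summed per well was normalised to unstimulated and stimulated DMSO controls before curve fitting.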
ATXN viability = cell viability loss in ATXN counter-screen; S2 cells (HEK-293 line with an ATXN2-luciferase reporter) viability, CellTiter-Fluor protease fluorescence, 24 h; Potency, µM (doses to about 56.7 µM), most hits filed as cytotoxic; 0.49% of 400,000 active; note: potency is the fitted concentration of half-maximal effect; nearly all actives have a fitted effect of over 40% in size
Nrf2 block = blocks Nrf2 signaling; A549 ARE-Fluc reporter, luciferase luminescence, 18-24 h; Potency, µM (series often up to 46 µM), inactives show at the highest dose activity change, negative = inhibition, actives largely listed as inhibitors; 2.1% of 360,000 active; AID 504444; note: potency is the fitted concentration of half-maximal effect; % is set by controls: 0 for no effect and ±100 for the full control effect; nearly all actives have a fitted effect of over 60% in size
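Quantitative HTS in A549 cells stably bearing an antioxidant response element-firefly luciferase construct. Inhibition of Nrf2-driven transcription was scored by luminescence after 18-24 h of compound exposure at 37 °C.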
Nrf2 activator = Nrf2 pathway activation. AREc32 ARE-luciferase reporter (MCF7-derived line), luminescence, 24 h. 0.31% of 410,000 active. Potency, µM (highest dose often 46.1 µM), inactives show top-dose activation, actives largely listed as activators; note: potency is the fitted concentration of half-maximal effect; % of control where 0% means no effect; nearly all actives have a fitted effect of over 65% in size
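Cells of the AREc32 ARE-luciferase line are plated in OPTI-MEM containing 5% FBS and left overnight at 37 deg C. Compounds are pinned in, incubation continues 24 hr, and firefly luciferase signal is then measured.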
* hit, by the source's call; i = inactive; ? = inconclusive; . = no result given; [ ] = another dose, or the depositor's remark. Unless noted, calls come from the whole dose curve; as a rule, active = well fitted curve in the direction sought with a large enough effect; inconclusive = small, poorly fitted or top-dose-only effect, or another doubt; inactive = no such curve, though single readings can be large; an effect the other way counts as inactive or inconclusive.

No.	structure	ATXN2 expr inh	HepG2 viability	A549 tox	EPAC2 agonist	IL-2 act
1	O=C1c2ccccc2C(=O)N1/N=C/c1ccc(O)c(O)c1	14%	-11%	0%	7%	-1.8
2	COc1cc(C(=O)NC2CC(C)(C)Cc3c2cnn3-c2ccccc2)cc(OC)c1OC (stereo not given)	24%	9%	-1%	-13%	-4.7
3	CCOC(=O)/C=C/c1nc(C(=O)OCC)c(C)c(=O)[nH]1	.	-22%	5%	3%	2.1
4	COc1ccc(-n2ncc3c(=O)n(CC(=O)N4c5ccccc5CC4C)cnc32)cc1 (stereo not given)	-12%	1%	?	7%	0.2
5	CCOC(=O)c1c(C)[nH]c(C(=O)COC(=O)c2cccnc2Cl)c1C	.	-37%	7%	-5%	0.2
6	CCN1C(=O)c2cccc3c(S(=O)(=O)N(C(=O)c4ccncc4)c4ccc(OC)cc4)ccc1c23	4%	-26%	-4%	7%	-5.6
7	Cc1ccc(C)c(NC(=O)COC(=O)c2ccc3c(c2)OCO3)c1	-6%	4%	-3%	2%	-0.4
8	Brc1cc2ccccc2[n+](Cc2ccccc2)c1	-16%	-20%	-6%	4%	1.0

No.	TGFb SMAD3 inh	ATXN viability	Nrf2 block	Nrf2 activator
1	2%	i	-1%	6.2%
2	-5%	i	1%	-0.2%
3	0%	i	2%	-1.4%
4	4%	i	8.2µM*	0.4%
5	-2%	i	3%	4.1%
6	-27%	i	-29%	2.4%
7	0%	i	1%	0.2%
8	0%	i	7%	2.5%

Remaining list, next part:
No.	structure	ATXN2 expr inh	HepG2 viability	A549 tox	EPAC2 agonist	IL-2 act
9	Cc1cccc(NC(=O)CN(C)S(=O)(=O)c2cccc3cccnc23)c1	-11%	-7%	3%	7%	-2.8
10	O=S(=O)(N[C@H](CO)c1ccccc1)c1ccc(Br)cc1F	-4%	10%	0%	5%	0.9
11	Nc1nccc(N2CCCCC2)n1	.	-10%	.	10%	-2.0
12	O=C(/C=C/c1ccc(Cl)c([N+](=O)[O-])c1)Nc1ccc(NC(=O)c2ccco2)cc1	-21%[11.3 µM]	-1%	-5%	3%	-4.0
13	Fc1ccc(-c2cc(-c3cccs3)cc(-c3ccccc3)n2)cc1	.	-19%	0%	9%	-0.1
14	Cc1cc(C)nc(N/N=C/c2ccc([N+](=O)[O-])o2)n1	-34%	-59%	?	2%	-3.8
15	CS(=O)(=O)Nc1ccccc1C(=O)NCCSc1ccc(Cl)cc1	-28%	-25%	0%	6%	-2.6
16	Nc1cccc(C(=O)Nc2cccc3ncccc23)c1	-4%	2%	12%	13%	2.2

No.	TGFb SMAD3 inh	ATXN viability	Nrf2 block	Nrf2 activator
9	-13%	i	-19%	0.1%
10	-12%	i	4%	-0.8%
11	-4%	i	.	-1.1%
12	4%	i	?	2.4%
13	-12%	i	0%	-0.6%
14	?	?	?	5.5%
15	?	i	-18%	0.0%
16	-15%	i	7%	3.4%

Other entries.
No.	structure	ATXN2 expr inh	HepG2 viability	A549 tox	EPAC2 agonist	IL-2 act
17	O=c1cc(CSc2nnc(COc3ccc(Cl)cc3)o2)c2ccccc2[nH]1	-15%	-17%	2%	4%	1.2
18	O=C(O)/C=C/c1ccc2ccccc2n1	10%	-35%	-4%	-3%	-2.6
19	N#Cc1ccsc1NC(=O)c1cccc([N+](=O)[O-])c1	-2%	-8%	?	9%	0.8
20	COc1ccc(/C=C/C(=O)OCC(=O)NC2CCCCCC2)cc1	.	-26%	.	-9%	0.5
21	CCN(C(=O)Cn1nnc(-c2ccccc2)n1)C1CCS(=O)(=O)C1 (stereo not given)	4%	7%	-11%	5%	-3.2
22	CCOc1ccc(S(=O)(=O)N2CCCC(C(=O)NCc3cccnc3)C2)cc1C (stereo not given)	-12%	-8%	-6%	-1%	-0.3
23	Cc1ccc(-n2c(O)cnc2Nc2nc(C)cc(C)n2)cc1	4%	7%	8%	5%	1.7
24	O=C(NCCc1ccc2c(c1)OCCO2)c1cc(S(=O)(=O)N2CCCC2)ccc1Br	2%	-2%	1%	1%	-5.7

No.	TGFb SMAD3 inh	ATXN viability	Nrf2 block	Nrf2 activator
17	-18%	?	-20%	0.6%
18	9%	i	-28%	?
19	3%	i	?	8.1%
20	-6%	i	.	-1.2%
21	4%	i	20%	-0.6%
22	-22%	i	-29%	0.0%
23	6%	i	4%	-0.2%
24	0%	i	?	-0.3%

Next section:
No.	structure	ATXN2 expr inh	HepG2 viability	A549 tox	EPAC2 agonist	IL-2 act
25	Cc1ccc(-c2noc(C3CC(=O)N(c4ccc5c(c4)OCCO5)C3)n2)cc1 (stereo not given)	-3%	-3%	-10%	.	.
26	O=C(Nc1nc(-c2cccs2)cs1)C1=COCCO1	76%[activator]	-41%	8%	28%	0.3
27	Cc1ccc(NC(=S)N(CCCN2CCOCC2)Cc2cccnc2)cc1C	4%	-3%	0%	-3%	0.1
28	CN1CCN(C(=O)c2ccccc2N(Cc2ccccc2)S(C)(=O)=O)CC1	-14%	13%	2%	2%	-4.0
29	C=CCOc1c(Br)cc(CNn2nnnc2N)cc1OCC	1%	6%	0%	-16%	0.9
30	CSc1ccccc1NC(=O)CN(C)CC(=O)Nc1ccc(N2CCOCC2)cc1	8%	8%	0%	2%	-4.6
31	Fc1ccc(N2CCN(c3ccc4c(C(F)(F)F)cc(C(F)(F)F)nc4n3)CC2)cc1	.	-13%	-6%	2%	-1.1
32	Cc1cc(C)c(S(=O)(=O)N2CCN=C2c2ccccc2)c(C)c1	-9%	0%	-2%	1%	-0.7

No.	TGFb SMAD3 inh	ATXN viability	Nrf2 block	Nrf2 activator
25	-18%	i	1%	0.3%
26	-13%	i	?	?
27	0%	i	4%	1.0%
28	25%	i	.	-0.7%
29	-2%	i	.	0.4%
30	?	i	2%	-0.4%
31	-20%	.	4%	-0.3%
32	-7%	i	-5%	2.2%

7 compounds from above, sorted by number of heavy atoms, low to high:
No.	structure	ATXN2 expr inh	HepG2 viability	A549 tox	EPAC2 agonist	IL-2 act
8	Brc1cc2ccccc2[n+](Cc2ccccc2)c1	-16%	-20%	-6%	4%	1.0
19	N#Cc1ccsc1NC(=O)c1cccc([N+](=O)[O-])c1	-2%	-8%	?	9%	0.8
32	Cc1cc(C)c(S(=O)(=O)N2CCN=C2c2ccccc2)c(C)c1	-9%	0%	-2%	1%	-0.7
5	CCOC(=O)c1c(C)[nH]c(C(=O)COC(=O)c2cccnc2Cl)c1C	.	-37%	7%	-5%	0.2
17	O=c1cc(CSc2nnc(COc3ccc(Cl)cc3)o2)c2ccccc2[nH]1	-15%	-17%	2%	4%	1.2
12	O=C(/C=C/c1ccc(Cl)c([N+](=O)[O-])c1)Nc1ccc(NC(=O)c2ccco2)cc1	-21%[11.3 µM]	-1%	-5%	3%	-4.0
31	Fc1ccc(N2CCN(c3ccc4c(C(F)(F)F)cc(C(F)(F)F)nc4n3)CC2)cc1	.	-13%	-6%	2%	-1.1

No.	TGFb SMAD3 inh	ATXN viability	Nrf2 block	Nrf2 activator
8	0%	i	7%	2.5%
19	3%	i	?	8.1%
32	-7%	i	-5%	2.2%
5	-2%	i	3%	4.1%
17	-18%	?	-20%	0.6%
12	4%	i	?	2.4%
31	-20%	.	4%	-0.3%

Later entries:
No.	structure	ATXN2 expr inh	HepG2 viability	A549 tox	EPAC2 agonist	IL-2 act
33	Cc1cc2ncc(S(C)(=O)=O)c(N)n2n1	-3%	12%	1%	4%	0.6
34	O=C(CCc1c[nH]c2ccccc12)NCc1ccncc1	-16%	-9%	3%	11%	-1.7
35	COC(=O)c1ccc(Cn2cc(/C=C\[N+](=O)[O-])c3ccccc32)o1	?	-56%	0%	7%	-5.5
36	CCN(CC)CCNC(=O)c1ccc2c(=O)n(CCc3ccccc3)c(=O)[nH]c2c1	19%	-11%	-11%	4%	-1.2
37	O=C(CC1SC(=Nc2ccccc2)N(Cc2ccccn2)C1=O)Nc1cccc(Cl)c1 (stereo not given)	-28%	-46%	?	8%	1.1
38	CCCCN1C(=O)N(c2ccc(Cl)cc2)C(C)(O)CC1(C)C (stereo not given)	-8%	-2%	13%	7%	-0.2
39	COc1ccc(CCn2ccc(O)c(Cc3ccc(Cl)cc3)c2=O)cc1OC	-12%[11.3 µM]	0%	4%	-3%	-1.0
40	CC(C)OC(=O)CSc1nc(-c2ccc(F)cc2)nc2ccc(F)cc12	1%	-13%	-1%	6%	0.3

No.	TGFb SMAD3 inh	ATXN viability	Nrf2 block	Nrf2 activator
33	-1%	i	-6%	0.1%
34	-5%	i	6%	0.4%
35	?	?	4%	?
36	27%	i	20%	0.2%
37	?	i	26µM*	0.8%
38	0%	i	3%	0.1%
39	-21%	i	-3%	-0.1%
40	-3%	i	23%	0.0%

The listing continues:
No.	structure	ATXN2 expr inh	HepG2 viability	A549 tox	EPAC2 agonist	IL-2 act
41	COc1cc(C2C3=C(CC(C)(C)CC3=O)N(C)C(=O)N2C)cc(OC)c1OC (stereo not given)	2%	6%	-5%	-1%	0.2
42	O=C(Nc1ccc(Br)cc1Cl)c1cnccn1	59%[activator]	-13%	12%	6%	-0.2
43	COc1ccccc1C1/C(=C(/O)c2ccccc2)C(=O)C(=O)N1CCO (stereo not given)	-2%	11%	-2%	-19%	0.3
44	Clc1ccc2nc(N3CCN(c4ccccc4)CC3)sc2c1	-1%	-15%	3%	0%	4.1

No.	TGFb SMAD3 inh	ATXN viability	Nrf2 block	Nrf2 activator
41	-5%	?	13%	-0.7%
42	9%	i	?	2.8%
43	15%	i	1%	-0.7%
44	-18%	?	?	0.6%

Random draw from the library; overall some 4.3% were active at least once.
